Screening results (PubChem)
PfHsp90 yeast 2 – inhibits growth of yeast expressing Plasmodium falciparum Hsp90; S. cerevisiae expressing PfHsp90, BacTiter-Glo ATP, 48 h; yeast lacking PDR1 and PDR3 efflux regulators; inhibition, % at 9.4 µM; 310,000 tested, 0.32% active; AID 504621;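 active = every replicate shows inhibition above about 80%, whatever the replicate mean, limit read from the data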;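 also: 0% = DMSO neutral controls and 100% = 20 µM radicicol positive controls; yeast relying on Plasmodium falciparum Hsp90 in place of its own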
AddAB inh – less growth of phage-infected E. coli with AddAB | E. coli expressing H. pylori AddAB, absorbance growth | 330,000 tested, 0.29% active | AID 435030 | inhibition, % at 11.9 µM; in the data active = inhibition above about 12%;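 also: 0% = vehicle wells of infected cells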
Tat transport – inhibitors of E. coli Tat protein transport. E. coli MC4100 TorA-mCherry Tat export, fluorescence. inhibition, % at 10 µM. 340,000 tested, 0.036% active. AID 488895;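 active = mean replicate inhibition at least 50% and at least half of replicates individually reaching 50%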;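 also: exported cargo escapes ClpAP degradation while cytoplasmic cargo is degraded and loses fluorescence; 0% = median of neutral control wells and 100% = median of NaSCN control wells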
CAL PDZ FP – blocks peptide binding to human CAL PDZ domain; Q9HD26; purified CAL PDZ, TMR-peptide fluorescence polarization, 1 h; inhibition, % at 20 µM; 330,000 tested, 0.02% active;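 active = highest replicate inhibition of at least 40%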;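 also: plate controls were DMSO neutral control wells for no effect and unlabeled competitor peptide control wells for full effect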
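material = purified tagged CAL PDZ domain construct (CerCALP) | buffer or medium = sodium phosphate/NaCl buffer pH 7.4 with TCEP, IgG, Thesit | reagent = TMR-labelled reporter peptide T*-PRC34 bound in PDZ groove | incubation = 1 h room-temperature incubation prior to read | measured by = fluorescence polarization (mP) | evaluation = percent inhibition from loss of millipolarization | control set = unlabelled peptide and DMSO controls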
DAGLB inh – diacylglycerol lipase beta (human) inhibition; HEK293T DAGLB membrane lysate, EnzChek fluorogenic substrate; inhibition, % at 5.17 µM; AID 504411; 340,000 tested, 0.059% active; in the data active = inhibition above about 34%;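 also: 0% = enzyme with vehicle and 100% = wells lacking enzyme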
Target sequence (Q8NCG7 whole entry, looked up): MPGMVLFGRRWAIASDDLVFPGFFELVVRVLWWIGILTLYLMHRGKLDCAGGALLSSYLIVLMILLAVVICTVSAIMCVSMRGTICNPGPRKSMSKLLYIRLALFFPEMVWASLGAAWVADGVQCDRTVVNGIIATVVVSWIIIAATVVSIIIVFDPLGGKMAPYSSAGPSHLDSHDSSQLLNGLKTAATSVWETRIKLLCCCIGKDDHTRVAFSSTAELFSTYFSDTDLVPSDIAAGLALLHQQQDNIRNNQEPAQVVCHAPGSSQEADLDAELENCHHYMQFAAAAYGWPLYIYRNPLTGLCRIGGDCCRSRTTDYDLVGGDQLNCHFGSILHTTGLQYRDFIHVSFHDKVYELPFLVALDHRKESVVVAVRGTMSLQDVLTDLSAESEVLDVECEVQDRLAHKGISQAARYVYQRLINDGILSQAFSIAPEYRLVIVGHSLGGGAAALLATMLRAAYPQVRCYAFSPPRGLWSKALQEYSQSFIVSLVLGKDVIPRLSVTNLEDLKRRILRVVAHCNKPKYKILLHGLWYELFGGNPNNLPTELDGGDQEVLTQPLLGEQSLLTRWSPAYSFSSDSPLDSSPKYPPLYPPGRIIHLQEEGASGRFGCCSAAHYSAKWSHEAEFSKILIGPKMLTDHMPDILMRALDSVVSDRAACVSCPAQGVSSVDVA
Wnt bcat act – activates Wnt/beta-catenin signaling in a reporter cell assay; activator, plate reader; activation, % at 9.35 µM; 300,000 tested, 1.2% active; in the data active = activation above about 30%, passing the limit was not always enough;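 also: 0% = neutral control wells and 100% = positive control wells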
Rtt109 Vps75 – inhibitors of Candida albicans Rtt109/Vps75 histone acetyltransferase. inhibition, % at 34.9 µM. purified Rtt109/Vps75, ThioGlo CoA-SH fluorescence, 4 h. Q5AAJ8. AID 540336. 330,000 tested, 0.16% active;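 active = inhibition of at least 50% in every replicate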
Target sequence (Q5AAJ8 whole entry, looked up): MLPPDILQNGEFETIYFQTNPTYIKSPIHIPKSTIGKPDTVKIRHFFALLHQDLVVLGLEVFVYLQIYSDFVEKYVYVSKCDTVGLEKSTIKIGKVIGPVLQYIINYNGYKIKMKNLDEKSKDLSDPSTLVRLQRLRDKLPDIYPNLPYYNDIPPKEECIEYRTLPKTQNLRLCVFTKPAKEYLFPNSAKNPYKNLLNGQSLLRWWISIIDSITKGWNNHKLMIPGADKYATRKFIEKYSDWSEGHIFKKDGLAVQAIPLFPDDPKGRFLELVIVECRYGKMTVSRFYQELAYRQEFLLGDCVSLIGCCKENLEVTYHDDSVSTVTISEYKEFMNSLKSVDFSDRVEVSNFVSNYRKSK
phage Ecoli inh – E. coli growth loss with phage present | growth absorbance | 360,000 tested, 0.26% active | AID 651602 | inhibition, % at 11.9 µM; in the data active = inhibition above about 11%
PvdQ inh – blocks Pseudomonas aeruginosa PvdQ acylase activity; purified PvdQ acylase, fluorescence plate reader; inhibition, % at 10 µM; 340,000 tested, 0.063% active; in the data active = inhibition above about 30%, passing the limit was not always enough;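 also: 0% = vehicle neutral wells and 100% = reference inhibitor wells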
Ecoli viability – bacterial growth inhibition, counter-screen for AddAB inhibitors | 330,000 tested, 0.27% active | E. coli V3065 growth, OD600 absorbance, 18 h | AID 449728 | inhibition, % at 11.9 µM;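 active = inhibition above the campaign's mean inhibition across all tested compounds plus 3 SD, cut at about 9.9% in these data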;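 also: uninfected addAB+ strain grown without phage in ampicillin broth; 0% = DMSO wells and 100% = ciprofloxacin 0.95 µg/ml wells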
Active calls of the source: *; · = no result given; & = joins results of further samples.

item	molecule	PfHsp90 yeast 2	AddAB inh	Tat transport	CAL PDZ FP	DAGLB inh
1	Nc1nc(NC(=O)c2cccnc2)nn1-c1ccccc1	4	4.5	3	-1.8	2
2	COc1cc(/C=N\NC(=O)C2C(=O)NCC2c2ccccc2)cc(OC)c1O (stereo unspecified)	·	2.4	-1	-0.4	0
3	Cc1ccccc1N(C(=O)CNC(=O)c1ccco1)C(C(=O)NC1CCCCC1)c1cccnc1 (stereo unspecified)	4	2.2	10	-0.5	-1
4	CC1=C(C)CC(C(=O)NC(C)CCc2ccccc2)C(C(=O)O)C1 (stereo unspecified)	-12	-0.7	-4	-0.4	1
5	COC(=O)c1ccc(CNC(=O)CSC2=NCCS2)cc1	10	0.2	-1	-0.2	0
6	COc1ccc(-n2c(SCC(=O)NCc3ccco3)nc3c([nH]c4ccccc43)c2=O)cc1	-20	-0.1	5	0.8	6
7	CCCC(=O)Nc1ccc(C(N)=O)cc1	-40	1.8	-6	-0.3	2
8	CC(C)C[C@@H](CN1C(=O)C(=O)NC[C@@H]1CC(C)C)NC(=O)Cc1ccccc1	-11	0.6	-1	-0.1	0

item	Wnt bcat act	Rtt109 Vps75	phage Ecoli inh	PvdQ inh	Ecoli viability
1	0	0	-0.6	-11	2.8
2	·	-2	1.2	0	-1.9
3	4	-7	1.3	-15	-3.5
4	-1	-4	2.2	-3	0.2
5	·	-1	1.6	-7	-1.1
6	-3	5	0.8	4	-1.1
7	-1	5	3.6	-8	1.5
8	0	-1	1.3	-13	-0.7

Remaining list, next part
item	molecule	PfHsp90 yeast 2	AddAB inh	Tat transport	CAL PDZ FP	DAGLB inh
9	Cc1ccc2c(CC(=O)Nc3sccc3C(N)=O)coc2c1	-45	2.5	-8	-0.9	-2
10	CCCCN(CCCC)C(=O)/C=C/c1cccc([N+](=O)[O-])c1	5	1.2	15	0.0	-5
11	CCOC(=O)C(Cc1ccc(O)cc1)NC(=O)CNC(=O)C(CC(C)C)NC(=O)OC(C)(C)C (stereo unspecified)	-30	2.4	-2	-0.4	-4
12	CCOC(=O)c1csc(NC(=O)c2cc(-c3ccccn3)nc3ccccc23)n1	9	-0.8	2	1.2	-2
13	N#CC1=C2N=C(N)c3ccccc3N2C2=C(C(=O)CCC2)C1c1ccccc1F (stereo unspecified)	14	1.0	-7	0.9	1
14	Cc1ccc(S(=O)(=O)N(CC(=O)NCc2ccc(F)cc2)C(=O)N2CCN(C)CC2)cc1	23	0.6	1	-1.5	3
15	N#Cc1c(N)n(CCNC(=O)c2ccccc2)c2nc3ccccc3nc12	9	0.4	5	-3.8	1
16	Cc1nc(Cl)cc(N/N=C/c2ccc(O)cc2O)n1	-6	4.0	9	1.1	2

item	Wnt bcat act	Rtt109 Vps75	phage Ecoli inh	PvdQ inh	Ecoli viability
9	·	-6	3.4	-11	2.2
10	·	2	2.3	-16	1.2
11	-1	-2	0.4	-15	-1.4
12	-5	-3	1.8	1	-0.3
13	-1	12	-0.1	6	0.8
14	1	-1	5.3	-1	0.8
15	1	-85	-1.9	-15	0.2
16	3	1	0.4	4	0.2

The results go on.
item	molecule	PfHsp90 yeast 2	AddAB inh	Tat transport	CAL PDZ FP	DAGLB inh
17	CCOC(=O)C1(Cc2cccc(OC)c2)CCN(Cc2ccccc2)CC1	-4	3.9	-3	-0.1	-5
18	CC(C)(C)c1ccc(C(=O)NCC(=O)N2CCCCCC2)cc1	5	3.7	2	0.5	-4
19	N=c1n(CCN2CCOCC2)c2ccccc2n1CC(=O)c1cccc([N+](=O)[O-])c1	34	3.0	-13	2.1	-1
20	COC(=O)CC1(C(=O)OC)Oc2ccc(Br)cc2C(=O)N1c1cc(Cl)c(Cl)cc1Cl (stereo unspecified)	7	4.0	0	-1.1	-13
21	Cc1noc(C)c1S(=O)(=O)N1Cc2ccccc2CC1C(=O)N(C)C (stereo unspecified)	21	0.1	-7	-2.3	0
22	CN(CC(=O)Nc1cccc(F)c1)C(=O)c1ccccc1OCCOc1ccccc1	·	0.0	1	-2.8	-4
23	O=C(CCl)NC(Cc1ccccc1)c1ccccc1 (stereo unspecified)	0	1.1	-2	-0.2	-1
24	CCOC(=O)C1C(=O)NC(SCC(=O)Nc2nccs2)=C(C#N)C1c1ccccc1OCC (stereo unspecified)	29	-1.0	12	-2.8	4

item	Wnt bcat act	Rtt109 Vps75	phage Ecoli inh	PvdQ inh	Ecoli viability
17	-1	-2	2.3	-14	-1.7
18	3	4	2.2	-13	-0.4
19	0	0	-1.8	2	-2.1
20	-2	16	8.9	11	-1.5
21	-1	9	1.8	7	-0.5
22	-2	12	1.9	11	-0.7
23	-1	-4	1.8	-18	0.3
24	·	10	·	-22	2.4

Continuation.
item	molecule	PfHsp90 yeast 2	AddAB inh	Tat transport	CAL PDZ FP	DAGLB inh
25	CCN(CC)CC(O)COCCC12CC3CC(CC(C3)C1)C2 (stereo unspecified)	10	1.7	-3	0.2	2
26	COc1ccc(/C=C\C(=O)NCc2ccc3[nH]c(C)cc3c2)cc1OC	-9	-2.1	-13	-0.3	2
27	CCn1c(NCCc2ccc(OC)c(OC)c2)nc2c1c(=O)n(C)c(=O)n2C	11	5.3	-8	-0.5	6
28	COc1ccc(Br)cc1C(=O)Nc1nnn(C)n1	6	2.2	1	-1.9	0
29	CCOC(=O)c1ccc(NCc2nc3ccccc3n2C)cc1	0	4.0	-11	-2.3	-7
30	CCOC(=O)c1cc(C#N)c(SCc2ccc(C#N)cc2)nc1C	-35	-2.2	7	-0.9	-1
31	CCCCCSc1nnc(N)s1	1	1.6	2	-1.9	1
32	CCOc1ccc(C(=O)NCc2ccco2)cc1OCC	-4	-0.7	0	-0.6	-2

item	Wnt bcat act	Rtt109 Vps75	phage Ecoli inh	PvdQ inh	Ecoli viability
25	-7	5	2.8	-12	1.4
26	0	7	3.6	-10	2.9
27	·	-4	-1.1	-12	1.7
28	-2&-3	7	1.7	-10	-2.7
29	27	12	1.7	8	-1.4
30	-3	-8	1.7	7	-0.4
31	0	-3	1.8	-10	0.2
32	0	23	-2.5	8	-2.5

(cont.)
item	molecule	PfHsp90 yeast 2	AddAB inh	Tat transport	CAL PDZ FP	DAGLB inh
33	CCCCn1c(N)c(N(CCOC)C(=O)c2sc3ccccc3c2Cl)c(=O)[nH]c1=O	-1	1.9	-6	-0.6	-2
34	CCN1CCN(CCOCCOc2ccccc2)CC1	5	3.6	4	-0.7	1
35	COc1ccc(-n2cnc3scc(-c4ccccc4)c3c2=O)cc1	-18	4.5	-6	-2.8	0
36	CCc1noc(C)c1C(=O)Nc1nc(-c2ccc(OC)cc2)cs1	12	-1.2	5	-2.4	-1
37	Cc1c(C(=O)NCC2CCCO2)oc2ccc3c(c12)C(=O)CC(C)(C)O3 (stereo unspecified)	24	-3.7	-2	-2.8	-6
38	CSc1ccc(/C=C(/NC(=O)c2ccco2)C(=O)N2CCCCCC2)cc1	-7	3.7	-4	-0.1	3
39	Cc1cc([N+](=O)[O-])nn1CCCC(=O)Nc1c(C)n(C)n(-c2ccccc2)c1=O	7	0.6	4	-1.2	0
40	Cc1cc(C)nc(NS(=O)(=O)c2ccc(NC(=O)c3snnc3C)cc2)n1	-6	4.0	4	0.6	2

item	Wnt bcat act	Rtt109 Vps75	phage Ecoli inh	PvdQ inh	Ecoli viability
33	-3	2	3.5	-12	1.9
34	-2	0	1.8	1	0.4
35	·	-3	2.6	0	0.2
36	2	-1	1.7	-8	-0.1
37	·	-11	1.7	-12	0.3
38	3	13	3.1	-9	-0.8
39	1	-9	1.3	-12	0.1
40	-2	-10	1.7	3	-0.3

Going on with the list:
item	molecule	PfHsp90 yeast 2	AddAB inh	Tat transport	CAL PDZ FP	DAGLB inh
41	Cc1cccc(OCCCn2ccnc2)c1	1	2.0	0	-1.4	-6
42	CCc1ccc(NC(=O)C(NS(=O)(=O)c2cccc3nsnc23)c2ccccc2)cc1 (stereo unspecified)	-17	2.1	12	-1.7	1
43	C[C@H]1CN([C@@H](C)CO)C(=O)c2cc(NC(=O)Cc3ccccc3)ccc2O[C@H]1CN(C)Cc1ccccc1	1	1.9	0	-2.2	0
44	COc1ccc(N(C)S(=O)(=O)c2cccc(C(=O)NC3CCCCCC3)c2)cc1	8	-0.6	3	0.4	-3
45	N#Cc1c(-n2ccnc2)cccc1-n1ccnc1	7	2.6	2	0.7	0
46	C/C(N)=C(/C#N)C(=O)CSc1nnc(C)n1-c1ccccc1	8	4.8	12	0.6	5
47	C=CCN(C(=O)CNS(=O)(=O)c1ccccc1)C(C(=O)NCCOC)c1cccnc1 (stereo unspecified)	2	2.8	-4	0.1	1
48	COc1ccc(C(=O)Nn2cnc3scc(-c4cccs4)c3c2=O)c(O)c1	·	2.1	6	-4.0	10
49	CCN1C(=O)/C(=C/c2ccc(OCc3ccc(C(=O)O)cc3)c(Cl)c2)NC1=S	-1	-0.3	2	-1.8	3
50	COc1ccccc1[C@@H]1C(c2cccc(C)c2)=NN(c2ccc(Br)cc2)[C@H]1C(=O)N1CCOC1=O	18	-1.9	-6	-0.2	-1

item	Wnt bcat act	Rtt109 Vps75	phage Ecoli inh	PvdQ inh	Ecoli viability
41	-2	-10	4.8	-8	3.0
42	·	2	0.4	-2	2.2
43	-3	4	2.8	4	-0.4
44	1	8	4.4	1	-0.2
45	·	-8	0.2	-17	-0.9
46	-2	4	2.5	-7	1.3
47	-2	5	-0.1	-11	-0.6
48	·	1	2.0	-17	2.0
49	1	13	2.4	-11	0.3
50	-2	-2	2.2	-8	0.5

Nine of the compounds above, bar-delimited.
# | Compound | PfHsp90 yeast 2 | AddAB inh | Tat transport | CAL PDZ FP | DAGLB inh | Wnt bcat act | Rtt109 Vps75 | phage Ecoli inh | PvdQ inh | Ecoli viability
1 | Nc1nc(NC(=O)c2cccnc2)nn1-c1ccccc1 | 4 | 4.5 | 3 | -1.8 | 2 | 0 | 0 | -0.6 | -11 | 2.8
2 | COc1cc(/C=N\NC(=O)C2C(=O)NCC2c2ccccc2)cc(OC)c1O (stereo unspecified) | · | 2.4 | -1 | -0.4 | 0 | · | -2 | 1.2 | 0 | -1.9
3 | Cc1ccccc1N(C(=O)CNC(=O)c1ccco1)C(C(=O)NC1CCCCC1)c1cccnc1 (stereo unspecified) | 4 | 2.2 | 10 | -0.5 | -1 | 4 | -7 | 1.3 | -15 | -3.5
4 | CC1=C(C)CC(C(=O)NC(C)CCc2ccccc2)C(C(=O)O)C1 (stereo unspecified) | -12 | -0.7 | -4 | -0.4 | 1 | -1 | -4 | 2.2 | -3 | 0.2
5 | COC(=O)c1ccc(CNC(=O)CSC2=NCCS2)cc1 | 10 | 0.2 | -1 | -0.2 | 0 | · | -1 | 1.6 | -7 | -1.1
6 | COc1ccc(-n2c(SCC(=O)NCc3ccco3)nc3c([nH]c4ccccc43)c2=O)cc1 | -20 | -0.1 | 5 | 0.8 | 6 | -3 | 5 | 0.8 | 4 | -1.1
7 | CCCC(=O)Nc1ccc(C(N)=O)cc1 | -40 | 1.8 | -6 | -0.3 | 2 | -1 | 5 | 3.6 | -8 | 1.5
8 | CC(C)C[C@@H](CN1C(=O)C(=O)NC[C@@H]1CC(C)C)NC(=O)Cc1ccccc1 | -11 | 0.6 | -1 | -0.1 | 0 | 0 | -1 | 1.3 | -13 | -0.7
9 | Cc1ccc2c(CC(=O)Nc3sccc3C(N)=O)coc2c1 | -45 | 2.5 | -8 | -0.9 | -2 | · | -6 | 3.4 | -11 | 2.2
